PREPL inh: inhibitors of human prolyl oligopeptidase-like enzyme PREPL; Q4J6C6; recombinant PREPL, fluorescence polarization activity-based probe; inhibition, % at 5.96 µM; 320,000 compounds, 0.68% hits; AID 2751; in the data active = inhibition above about 43%;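 note: 0% = enzyme with DMSO and 100% = wells lacking enzyme; many of its hits are not listed in these tables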
LYPLA1 inh: blocks human lysophospholipase 1, a PME1 counter-screen. AID 2174. inhibition, % at 5.9 µM. 320,000 compounds, 0.16% hits. recombinant LYPLA1, FP-Rh probe fluorescence polarization. O75608;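 active = inhibition above the mean of all tested compounds plus 3 SD, set per campaign, cut at about 14% in these data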;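 note: inhibitors block serine hydrolase probe labeling of LYPLA1 so polarization falls; 0% = enzyme with DMSO and 100% = wells lacking LYPLA1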
Target sequence (O75608 whole entry, looked up): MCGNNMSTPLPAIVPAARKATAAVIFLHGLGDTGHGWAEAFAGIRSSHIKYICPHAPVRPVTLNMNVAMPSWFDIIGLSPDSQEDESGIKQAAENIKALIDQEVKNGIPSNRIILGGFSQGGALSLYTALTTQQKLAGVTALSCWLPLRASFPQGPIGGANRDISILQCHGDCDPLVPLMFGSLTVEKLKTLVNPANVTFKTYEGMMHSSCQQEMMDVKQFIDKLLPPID
PAFAH2 FP inh: inhibitors of human PAFAH2. AID 492956. inhibition, % at 3.39 µM. recombinant PAFAH2, FP-rhodamine activity probe, fluorescence polarization. 340,000 compounds, 0.99% hits. Q99487;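 active = inhibition above the mean over all tested compounds plus 3 SD, cut at about 30% in these data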;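 note: inhibitors block probe labeling of enzyme so polarization drops; 0% = enzyme with DMSO and 100% = wells lacking PAFAH2 protein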
PAFAH1B2 inh: PAFAH1B2 (human) inhibition. inhibition, % at 3.39 µM. AID 492953. P68402. 340,000 compounds, 1.2% hits. recombinant PAFAH1B2, FP-rhodamine activity probe, fluorescence polarization;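 active = inhibition above the mean of all tested compounds plus 3 SD, cut at about 24% in these data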;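 note: 0% = enzyme with DMSO and 100% = wells lacking PAFAH1B2; many of its hits are not listed in these tables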
EBNA-1 inh: blocks EBNA-1 binding to DNA; EBNA-1 DNA binding, fluorescence polarization; inhibition, % at 14.8 µM; 300,000 compounds, 0.34% hits; AID 1950; in the data active = inhibition above about 28%
ZTA DNA inh: ZTA (EBV) inhibition in EBNA-1 counter-screen; 320,000 compounds, 0.15% hits; P03206; inhibition, % at 11 µM; AID 2234; ZTA-DNA binding, fluorescence polarization; in the data active = inhibition above about 33%
Target sequence (P03206 whole entry, looked up): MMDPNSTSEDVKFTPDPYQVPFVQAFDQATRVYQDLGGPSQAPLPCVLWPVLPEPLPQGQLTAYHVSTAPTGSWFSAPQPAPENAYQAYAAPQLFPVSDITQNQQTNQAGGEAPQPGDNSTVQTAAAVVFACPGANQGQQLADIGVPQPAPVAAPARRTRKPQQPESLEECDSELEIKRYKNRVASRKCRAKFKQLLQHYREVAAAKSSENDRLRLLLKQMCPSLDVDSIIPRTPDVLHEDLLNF
PAFAH1B3 FP inh: PAFAH1B3 (human) inhibition. Q15102. recombinant PAFAH1B3, FP-rhodamine probe, fluorescence polarization. inhibition, % at 3.39 µM. 340,000 compounds, 0.28% hits;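 active = inhibition above the screen-wide average of all tested compounds plus 3 SD, cut at about 25% in these data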;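 note: 0% = enzyme with DMSO only and 100% = wells lacking PAFAH1B3 protein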
LYPLA2 inh: LYPLA2 (human) inhibition in PME1 counter-screen | inhibition, % at 5.9 µM | recombinant LYPLA2, FP-Rh probe fluorescence polarization | AID 2177 | O95372 | 320,000 compounds, 0.38% hits;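 active = inhibition above the screen-wide mean plus 3 SD, limit set per campaign, cut at about 26% in these data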;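 note: 0% = LYPLA2 with DMSO and 100% = wells lacking LYPLA2 enzyme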
Target sequence (O95372 whole entry, looked up): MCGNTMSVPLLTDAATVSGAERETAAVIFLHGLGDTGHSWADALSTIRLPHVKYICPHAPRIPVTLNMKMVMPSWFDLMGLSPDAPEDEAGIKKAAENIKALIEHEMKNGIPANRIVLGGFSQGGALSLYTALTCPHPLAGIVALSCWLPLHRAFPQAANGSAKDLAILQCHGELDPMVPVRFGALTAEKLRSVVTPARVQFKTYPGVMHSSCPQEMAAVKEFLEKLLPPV
pPAFAH inh: inhibitors of human plasma PAF acetylhydrolase (pPAFAH). Q13093. recombinant pPAFAH, FP-rhodamine probe fluorescence polarization. inhibition, % at 3.39 µM. 330,000 compounds, 1.5% hits. AID 463082;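 active = inhibition above the mean inhibition across the screen plus 3 SD, cut at about 25% in these data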;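 note: inhibitors block binding of the rhodamine activity-based probe so polarization drops; 0% = enzyme with DMSO and 100% = wells lacking pPAFAH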
* = called active by the depositor; · = not tested or not shown. A portion of the library; count on the stated rates, not on these rows.

entry | mol | PREPL inh | LYPLA1 inh | PAFAH2 FP inh | PAFAH1B2 inh | EBNA-1 inh
1 | COc1cccc(C2C(C(=O)c3sc(C)nc3C)=C(O)C(=O)N2CCN2CCOCC2)c1OC (centres undefined) | -2.7 | 1.0 | 1.2 | -4.3 | 0.8
2 | Cc1cccc(S(=O)(=O)Nc2cccc3c2C(=O)c2ccccc2-3)c1 | 13.7 | -7.0 | 4.8 | 5.9 | -2.1
3 | O=C(/C=C\c1ccc(-c2ccccc2)o1)c1ccccc1 | 7.5 | -3.0 | 4.2 | 5.4 | -4.5
4 | O=C(COC(=O)c1cc(Cl)nc2ccccc12)c1ccc(Cl)cc1 | 13.4 | -1.2 | -3.7 | 3.9 | -1.7
5 | CCOC(=O)c1[nH]c(C)c(C(=O)Nc2cc(OC)ccc2OC)c1C | 13.2 | 2.5 | 0.6 | 3.0 | 2.5
6 | Cc1ccc(CNC(=O)c2ccccc2NC(=O)C2=CSCCO2)cc1 | 12.2 | 0.1 | 0.4 | 5.6 | 1.5
7 | COc1cccc(C(=O)Nc2ccccc2-c2ccccc2)c1 | 9.3 | 0.0 | -6.6 | 5.9 | ·
8 | CC1CCC(NC(=O)C(NS(=O)(=O)c2cccc3nsnc23)C(C)C)CC1 (centres undefined) | 1.9 | 4.8 | 1.1 | -1.7 | 6.7
9 | C#CCOc1ccc(/C=C2/C(=O)NN(c3ccc(F)cc3)C2=O)cc1OC | -4.1 | 1.0 | 3.3 | -0.1 | -11.0
10 | Cc1ccc2[nH]cc(CCNC(=O)CN3C(=O)c4ccccc4C3=O)c2c1 | -0.2 | -3.9 | -4.4 | -4.2 | 0.2
11 | CC1(C)CNC(=O)c2sc(NC(=O)c3ccccc3)nc2C1 | 3.1 | 0.1 | -1.5 | 3.9 | -0.8
12 | COc1cc(CN2CCCC(CO)(Cc3ccccc3C)C2)cc2c1OCO2 (centres undefined) | 16.2 | -0.1 | 3.7 | 1.1 | 1.7

entry | ZTA DNA inh | PAFAH1B3 FP inh | LYPLA2 inh | pPAFAH inh
1 | -38.9 | 6.2 | 0.6 | -1.1
2 | 10.3 | 2.3 | -12.5 | 4.5
3 | 1.0 | -1.1 | 1.4 | 24.4
4 | -8.0 | 12.0 | 5.8 | -0.1
5 | 3.8 | 5.9 | -3.6 | 2.5
6 | 12.4 | 1.5 | 7.6 | -1.2
7 | -3.8 | -4.6 | 0.5 | -2.1
8 | 12.0 | 5.8 | 5.5 | 2.4
9 | -0.9 | 2.2 | -2.2 | 4.1
10 | 20.8 | -2.2 | -5.8 | 4.8
11 | -7.3 | 9.9 | 3.4 | 2.9
12 | 2.8 | 6.9 | 0.7 | 2.7

Further results follow.
entry | mol | PREPL inh | LYPLA1 inh | PAFAH2 FP inh | PAFAH1B2 inh | EBNA-1 inh
13 | COc1ccc(NC(=O)Nc2cnccn2)cc1OC | 13.0 | 2.1 | 7.9 | -0.4 | 6.9
14 | O=C(COC(=O)c1ccccn1)Nc1nccs1 | -3.7 | 1.2 | -2.0 | -4.3 | -1.5
15 | CCOc1ccc(NC(=O)Nc2cccs2)cc1 | 9.1 | -6.8 | -7.3 | 3.2 | -10.2
16 | Cc1ccc(N/N=C(\C#N)C(N)=S)cc1C | 1.9 | 2.6 | -0.3 | 3.5 | -4.3
17 | CCN1CCCc2cc(CN(CCN3CCOCC3)C(=S)Nc3cc(F)cc(F)c3)ccc21 | -2.2 | -0.1 | 0.2 | 2.2 | 1.1
18 | S=c1[nH]nc(-c2cc(-c3ccco3)[nH]n2)n1-c1ccccc1Cl | 13.2 | 0.9 | 19.1 | 8.8 | -6.5
19 | CC1(C(=O)O)CCC(C(=O)N2CCOCC2)C1(C)C (centres undefined) | -7.2 | 2.6 | 6.5 | 0.0 | 2.8
20 | Cc1c([N+](=O)[O-])cc(C(=O)Oc2cccc(C(=S)N3CCOCC3)c2)cc1[N+](=O)[O-] | 0.8 | 4.9 | 1.7 | -1.6 | 1.7
21 | COc1ccc(C2CC(=O)Oc3c(C(CCN4CCOCC4)c4cc(OC)c(OC)c(OC)c4)c(OC)cc(OC)c32)cc1 (centres undefined) | 28.6 | -0.1 | 1.4 | 0.9 | -2.6
22 | CCOC(=O)C1CCN(C(c2cccc(F)c2)c2sc3nc(C)nn3c2O)CC1 (centres undefined) | -12.6 | 0.4 | 2.9 | 2.3 | 2.3
23 | Cc1ccc(OCC(=O)N(C)CC(=O)Nc2ccc(F)c(F)c2F)cc1 | -2.4 | 2.9 | -4.9 | 8.6 | -6.9
24 | CCCCSc1ccc(NC(=O)c2cccnc2)cc1 | 4.0 | 0.0 | 3.2 | 4.5 | 12.8

entry | ZTA DNA inh | PAFAH1B3 FP inh | LYPLA2 inh | pPAFAH inh
13 | -10.2 | -9.1 | -0.9 | -1.2
14 | 4.7 | 0.4 | 1.3 | -2.2
15 | -6.6 | 0.9 | -1.2 | 11.7
16 | -1.7 | 1.1 | 1.9 | 5.1
17 | -7.6 | 9.2 | 4.8 | 14.0
18 | -9.6 | 16.8 | 6.7 | 29.2*
19 | -6.0 | 11.2 | 4.8 | -0.5
20 | 2.7 | -1.7 | 7.0 | 8.3
21 | 0.2 | -1.1 | 2.1 | 1.8
22 | -4.7 | -1.9 | -0.7 | 2.1
23 | -0.1 | 2.4 | -3.7 | -3.0
24 | -8.5 | 9.0 | 4.4 | -2.4

Exported as labelled records: part of the list above.
23	Cc1ccc(OCC(=O)N(C)CC(=O)Nc2ccc(F)c(F)c2F)cc1
  PREPL inh: -2.4 | LYPLA1 inh: 2.9 | PAFAH2 FP inh: -4.9 | PAFAH1B2 inh: 8.6 | EBNA-1 inh: -6.9 | ZTA DNA inh: -0.1 | PAFAH1B3 FP inh: 2.4 | LYPLA2 inh: -3.7 | pPAFAH inh: -3.0

24	CCCCSc1ccc(NC(=O)c2cccnc2)cc1
  PREPL inh: 4.0 | LYPLA1 inh: 0.0 | PAFAH2 FP inh: 3.2 | PAFAH1B2 inh: 4.5 | EBNA-1 inh: 12.8 | ZTA DNA inh: -8.5 | PAFAH1B3 FP inh: 9.0 | LYPLA2 inh: 4.4 | pPAFAH inh: -2.4

Other results
entry | mol | PREPL inh | LYPLA1 inh | PAFAH2 FP inh | PAFAH1B2 inh | EBNA-1 inh
25 | Cc1nn(C(C)C(=O)NCc2ccccc2F)c(=O)c2nn(-c3ccccc3)c(C)c12 (centres undefined) | 3.1 | 2.2 | -1.1 | 2.5 | 0.8
26 | O=C(c1cc(-c2ccncc2)nc2ccc(Br)cc12)N1CCN(c2ccccn2)CC1 | -54.0 | -18.8 | -5.0 | 1.8 | 5.7
27 | Cc1nn(C)cc1C1C(C#N)=C(N)N(c2ccc(F)c([N+](=O)[O-])c2)C2=C1C(=O)CCC2 (centres undefined) | 17.1 | -0.6 | 6.9 | 0.2 | 7.5
28 | COCCNC(=O)c1onc(CSc2ccccc2C)c1C(=O)O | 3.6 | 4.4 | 19.6 | 4.8 | 0.3

entry | ZTA DNA inh | PAFAH1B3 FP inh | LYPLA2 inh | pPAFAH inh
25 | -1.0 | 5.3 | 6.7 | 4.8
26 | 13.6 | -1.1 | 0.8 | 2.6
27 | 6.2 | 0.9 | 1.9 | 5.0
28 | -3.9 | 13.6 | -0.1 | 3.7

By substructure, those above containing an aryl methoxy group (7)
entry | mol | PREPL inh | LYPLA1 inh | PAFAH2 FP inh | PAFAH1B2 inh | EBNA-1 inh
1 | COc1cccc(C2C(C(=O)c3sc(C)nc3C)=C(O)C(=O)N2CCN2CCOCC2)c1OC (centres undefined) | -2.7 | 1.0 | 1.2 | -4.3 | 0.8
5 | CCOC(=O)c1[nH]c(C)c(C(=O)Nc2cc(OC)ccc2OC)c1C | 13.2 | 2.5 | 0.6 | 3.0 | 2.5
7 | COc1cccc(C(=O)Nc2ccccc2-c2ccccc2)c1 | 9.3 | 0.0 | -6.6 | 5.9 | ·
9 | C#CCOc1ccc(/C=C2/C(=O)NN(c3ccc(F)cc3)C2=O)cc1OC | -4.1 | 1.0 | 3.3 | -0.1 | -11.0
12 | COc1cc(CN2CCCC(CO)(Cc3ccccc3C)C2)cc2c1OCO2 (centres undefined) | 16.2 | -0.1 | 3.7 | 1.1 | 1.7
13 | COc1ccc(NC(=O)Nc2cnccn2)cc1OC | 13.0 | 2.1 | 7.9 | -0.4 | 6.9
21 | COc1ccc(C2CC(=O)Oc3c(C(CCN4CCOCC4)c4cc(OC)c(OC)c(OC)c4)c(OC)cc(OC)c32)cc1 (centres undefined) | 28.6 | -0.1 | 1.4 | 0.9 | -2.6

entry | ZTA DNA inh | PAFAH1B3 FP inh | LYPLA2 inh | pPAFAH inh
1 | -38.9 | 6.2 | 0.6 | -1.1
5 | 3.8 | 5.9 | -3.6 | 2.5
7 | -3.8 | -4.6 | 0.5 | -2.1
9 | -0.9 | 2.2 | -2.2 | 4.1
12 | 2.8 | 6.9 | 0.7 | 2.7
13 | -10.2 | -9.1 | -0.9 | -1.2
21 | 0.2 | -1.1 | 2.1 | 1.8
